# Autophagy HCS – autophagy modulation, high-content screen. MEF GFP-LC3 puncta imaging; test concentration mostly 10 µM. calls only at 10 µM (by protocol). actives 0.98% (n = 190,000). AID 463193;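 active means percentage of spot-positive cells more than 3 SD above its plate mean, without a fluorescence outlier flag or 80% toxicity; inconclusive means no clear call, values can overlap the other calls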;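 further: spot-positive cell cutoff set from DMSO-treated cells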
# Yfh1-off respiration – mitochondrial function rescue without frataxin homolog – Friedreich's ataxia, plus single-dose screen, dose response (AID 1465). S. cerevisiae Yfh1-off respiration, WST-1 reduction, 72 h; higher fold induction means a stronger effect. one-dose fold induction at 50 µM; EC50 in µM for titrated hits. actives 0.074% (n = 220,000);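 active means fold induction of absorbance versus untreated yeast above a set limit, then at least 30% activation at any dose in follow-up; inconclusive means repeats straddling the limit, or above it without dose testing; inactive means fold induction below the set limit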;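 further: activators that raise dye reduction in frataxin-depleted yeast; strong numbers were not always called active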
# P. falciparum M17LAP – P. falciparum M17LAP inhibitors, primary screen, biochemical, fluorogenic H-Leu-NHMec substrate, 1536-well (AID 1619); one-dose inhibition, % at 30 µM; IC50 in µM for titrated hits; actives 0.38% (n = 220,000); recombinant M17LAP, H-Leu-NHMec fluorogenic kinetic assay; higher % means a stronger effect;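 active means compound inhibiting the enzyme by more than half at any dose during confirmatory dose-response retesting; inconclusive means strong single-dose inhibitors picked by rank but not retested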;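 further: plate controls were full reaction with DMSO carrier for no effect and no enzyme background for full effect; strong numbers were not always called active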
# MT stabilizer – stabilizes microtubules in HeLa cells. % tubulin-high responders, % at 10 µM. HeLa tubulin immunostaining HCS, 24 h; share of cells brighter than vehicle mean+2SD. actives 0.83% (n = 200,000);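 active means plate Z-score above 3 for both tubulin-high and condensed-nucleus cell shares, with cell loss under 80%, at 10 µM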;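 further: anti alpha tubulin signal scored within the nucleus-defined area of each cell; some results filed as inactive read as strong as hits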
# NOD1 inhibition – inhibition of NOD1-driven NF-kB reporter – cell-based, luminescence, uHTS, primary screen (AID 1578) | NOD1-driven NF-kB luciferase reporter cells, luminescence; higher % means a stronger effect | one-dose inhibition, % at 4 µM; EC50 in µM for titrated hits | actives 1% (n = 290,000); in the data active means inhibition mostly above about 36%, no sharp cut-off; inactive means mostly below about 34%;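 further: HEK-293T reporter cells stimulated with the NOD1 agonist gamma-tri-DAP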
# bCat nuc transl – beta-catenin nuclear translocation modulation; HeLa beta-catenin nuclear translocation, immunofluorescence imaging; nuclear translocation activity, % at 5 µM; actives 0.3% (n = 190,000); AID 1665;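 active means nuclear translocation activity above 50% at 5 µM, with a well cell count of 50 or more; inconclusive means wells under 50 cells across six images, flagged as toxic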;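 further: per-cell ratio of nuclear to cytoplasmic median beta-catenin stain intensity; plate controls were DMSO negative control for no effect and GSK-3 inhibitor IX positive control for full effect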
#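 test system = HeLa cells, endogenous beta-catenin | dosing = single 5 µM dose plus 0.02–20 µM confirmation series | times = compound treatment 24 h, 37°C, 5% CO2 | technique = beta-catenin immunofluorescence imaging with DAPI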
# NOD2 inhibition – NOD2 signaling inhibitors, cell-based, luminescence, uHTS, HEK293 (AID 1566); HEK293 NOD2/NF-kB luciferase reporter, luminescence; higher % means a stronger effect; one-dose inhibition, % at 4 µM; EC50 in µM for titrated hits; actives 0.63% (n = 290,000); in the data active means inhibition above about 50%; further: many of its hits are not listed in these tables
# Dynein cargo inh – dynein cargo transport inhibition | actives 0.47% (n = 220,000) | z-score, hits read low | 3617.4 mouse cells, GR-EGFP nuclear translocation imaging; test concentration mostly 20 µM; stimulated with dexamethasone, 1 µM; hits give low values | AID 1381;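 active means plate z-score of nuclear minus cytoplasmic receptor signal below a set negative limit, without overly bright fluorescence or cell loss, cut at about -3.5 in these data, passing the limit was not always enough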;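 further: z-score of nuclear minus cytoplasmic ring GR-EGFP intensity difference per well; some compounds called inactive have numbers as strong as hits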
#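 Buffer or medium – tet-free medium with charcoal-stripped serum · Signal – automated 10x imaging of fixed Hoechst-stained cells · Also added – dexamethasone agonist, 1.0 µM final, for 30 min · Incubation – induction 48 h, compound 1 h, agonist 30 min · Read-out – GR-EGFP nuclear translocation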
# Ins promoter up – MIN6 insulin promoter up-regulation; MIN6 insulin promoter-GFP reporter, high-content imaging; hits give high values; z-score at 5 µM; actives 0.3% (n = 190,000); AID 1625;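 active means z-score above 3 at 5 µM with at least 500 cells counted in the well; inconclusive means wells under 500 cells, flagged as cytotoxic or low count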
# Dynein cargo inh cytoplasmic EGFP – recorded beside Dynein cargo inh, whose call it bears; z-score; measured here: cytoplasmic GR-EGFP intensity; hits give high values
# Dynein cargo inh nuclear GR-EGFP – also measured in Dynein cargo inh; calls as there; z-score; measured here: nuclear GR-EGFP intensity;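 lower value marks the stronger effect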
# Dynein cargo inh cell count – further read-out of Dynein cargo inh, marked with its call; z-score; measured here: cell count per field
# Ins promoter up cell count – recorded beside Ins promoter up, whose call it bears; cell count; measured here: cytotoxicity, nuclei count;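 total cells summed across four imaged fields per well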
# bCat nuc transl cell count 5 µM – further read-out of bCat nuc transl, marked with its call; cell count; measured here: cell count, cytotoxicity flag
# MT stabilizer Hoechst-high % – second read-out of MT stabilizer, no call of its own (marks repeat the call); % Hoechst-high responders; measured here: nuclear condensation Hoechst responders;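 share of cells brighter than vehicle mean plus two SD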
# MT stabilizer cytotoxicity % – also measured in MT stabilizer; calls as there; toxicity, %; measured here: cytotoxicity by cell density;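 0% = mean cell density of plate MIN control wells and 100% = no cells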
# Autophagy HCS cell loss 18 h – also measured in Autophagy HCS; calls as there; toxicity, %; measured here: cell loss, nuclei count;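 cell loss after 18 h compound exposure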
# Starred values were filed as active, the others as inactive; i = inactive; ? = inconclusive; . = no result given; + = active, no number. These rows are one share of the data; the hit share may differ from the screen's.
SMILES,Autophagy HCS,Autophagy HCS cell loss 18 h,Yfh1-off respiration,P. falciparum M17LAP,MT stabilizer,MT stabilizer Hoechst-high %,MT stabilizer cytotoxicity %,NOD1 inhibition,bCat nuc transl,bCat nuc transl cell count 5 µM,NOD2 inhibition,Dynein cargo inh,Dynein cargo inh cytoplasmic EGFP,Dynein cargo inh nuclear GR-EGFP,Dynein cargo inh cell count,Ins promoter up,Ins promoter up cell count
Cc1occc1C(=O)N/N=C/c1cccs1,i,4,i,23%,1.6,1.4,9.4,-5%,0.5,1382,-30%,0.2,-0.2,-0.089,0.2,0.07,1653
O=C(Cn1nnc(-c2cccc(C(F)(F)F)c2)n1)N1CCOCC1,i,17,i,7%,4.3,1.1,3.6,11%,-4.9,1001,1%,-0.39,-0.11,0.057,-0.41,-1.3,1264
O=S(=O)(NC1CC2CCC1C2)c1ccc2c(c1)OCCO2 (stereo not given),i,-3,i,-2%,2.5,2.2,2.7,-12%,-0.2,1155,7%,0.65,-0.23,0.62,-0.12,.,.
COc1ccc(/C(O)=C2/C(=O)C(=O)N(Cc3cccnc3)C2c2ccncc2)cc1F (stereo not given),i,-2,i,19%,2.0,1.7,20,-6%,.,.,5%,1.9,-0.17,1.3,0.67,.,.
Cc1ccc(-c2c(C#N)c(N)nc3c2CCCC3)s1,i,-26,i,10%,3.3,3.1,5.3,14%,4.5,979,16%,-0.2,-0.22,0.38,0.5,-0.98,1650
C=CCCC(=O)Nc1nc(C)c(-c2csc(Nc3ccccc3OC)n2)s1,i,-12,i,4%,36,16,59,-3%,56*,360*,-4%,0.35,-0.22,0.45,-0.023,-1.6,1168
CCOc1ccc2[nH]c(C)c(CN3CCN(CC)CC3)c(=O)c2c1,i,44,i,-6%,5.3,2.5,15,24%,-1.5,997,4%,1.9,-0.33,1.2,-1.2,1,1436
CCN1C(=O)CC(C(=O)O)SC1=Nc1ccc(OC)cc1 (stereo not given),i,-11,i,2%,1.3,1.4,10,-36%,-1.4,1201,7%,-0.17,-0.24,0.045,0.29,-0.09,1237
CN(C(=O)Nc1ccccc1)n1cnc2ccccc2c1=O,.,.,i,8%,.,.,.,-2%,-0.4,1291,-12%,0.25,-0.086,0.16,-0.19,0.77,1061
CN1c2ccccc2C(O)=C(C(=S)Nc2ccccc2)S1(=O)=O,i,-3,i,39%,2.0,1.2,12,-11%,-5.1,1104,14%,.,.,.,.,0.07,1879
COc1ccccc1NS(=O)(=O)c1cccc(C(=O)N/N=C/c2ccccc2OCC(=O)O)c1,i,0,i,16%,2.5,2.5,7.3,-24%,-2.7,1070,4%,-0.36,-0.32,-0.62,0.16,.,.
O=C(CSc1nc2ccccc2c(=O)n1CCC(=O)N1CCCCC1)NCc1ccccc1,i,2,i,12%,2.6,0.9,3.1,-28%,-1.9,549,-13%,-0.87,-0.21,-0.16,0.46,.,.
COc1ccc(Cn2nc(C)n(N(C)c3ncc(C(F)(F)F)cc3Cl)c2=O)cc1,i,-2,i,-6%,1.9,1.5,4.7,6%,0.4,1049,-28%,-0.23,-0.32,0.023,0.13,.,.
COCCOC(=O)C1=C(C)Nc2ncnn2C1c1ccc(F)cc1 (stereo not given),i,2,i,2%,5.8,3.1,6.0,-6%,.,.,2%,-0.051,-0.2,0.19,0.14,-0.08,1358
CC(C)OC(=O)Cn1c(=O)sc2ccccc21,i,5,i,2%,4.5,2.4,8.1,-3%,-1.1,1248,11%,1.2,1.5,1.7,-1.2,0.35,1327
O=C(Nc1cccc2ccccc12)N1CC=C(c2ccccc2)CC1,i,8,i,-16%,5.4,1.9,1.7,-17%,.,.,-20%,0.17,0.52,0.039,-0.81,-0.02,1021
O=C(N/N=C/c1cccc([N+](=O)[O-])c1)c1cccc2cc[nH]c12,i,1,i,3%,2.3,3.4,3.1,3%,3.1,951,8%,-0.047,-0.3,-0.011,-0.62,-0.03,1188
c1ccc(-c2nc3c4ccccc4ccn3c2CN2CCOCC2)cc1,.,.,i,-10%,.,.,.,-15%,0.1,1269,-60%,-0.35,-0.18,0.19,0.63,-0.19,987
Cc1ccc(N2C(=O)C(NC(=O)c3ccccc3F)(C(F)(F)F)C3=C2CC(C)(C)CC3=O)cc1 (stereo not given),i,9,i,-2%,2.2,2.4,9.2,-22%,0.8,523,8%,-0.15,-0.25,-0.0051,0.64,0.06,1266
O=C(CSc1nnc(Nc2ccccc2F)s1)NCc1ccco1,i,-17,i,26%,2.2,1.6,0.7,-13%,-6.4,1001,-4%,1.2,-0.29,0.27,0.61,0.34,1159
CCOCCc1c(O)nc(SCC)[nH]c1=O,.,.,i,-5%,.,.,.,-10%,-0.9,1308,-4%,-1.5,-0.21,-0.52,2,-0.62,1021
Cc1nn(C)cc1/C=C/C(=O)c1ccc(O)cc1,i,-12,i,33%,2.4,4.1,2.5,-18%,3.9,1069,6%,-0.14,-0.11,-0.24,0.072,-0.56,1264
CCN(CC)CCCN=Cc1c(O)n(-c2cccc(C)c2)c(=O)c2ccccc12,.,.,i,14%,.,.,.,-11%,-0.3,1271,-10%,0.77,-0.26,0.7,-0.64,0.24,1074
COc1cc(NC(=O)c2n[nH]c(=O)c3ccccc23)cc(OC)c1,.,.,i,-5%,.,.,.,5%,0.6,1323,14%,-0.0075,-0.74,-0.14,-0.11,-1.2,1147
CCc1ccc2nc(N3C(=O)C(O)=C(C(=O)c4ccco4)C3c3cccs3)sc2c1 (stereo not given),i,-4,i,52%,1.6,1.6,2.7,-19%,-2.9,1244,13%,-0.7,-0.16,-0.61,0.35,0.32,1208
CCN(CC)CC(C)OC(=O)c1ccccc1Cl (stereo not given),+,-6.3*,i,-3%,2.6,2.2,3.3,-18%,0.6,1126,16%,-0.18,-0.25,0.19,0.19,-0.09,1315
COc1ccc(S(=O)(=O)N2CCCC(C(=O)NCc3ccco3)C2)cc1Cl (stereo not given),i,2,i,3%,1.2,2.2,12,-16%,.,.,1%,-0.5,-0.28,-0.09,0.26,1.4,1259
Cc1ccnc(N2CCC(C(=O)NCc3ccccc3F)CC2)n1,i,1,i,-3%,2.8,1.9,7.3,-14%,-0.2,1484,19%,-1,-0.28,-0.66,1.3,.,.
CCOC(=O)C1CCN(C(=O)c2ccccc2Oc2ccccc2)CC1,i,-2,i,4%,1.4,1.3,2.9,-14%,-3.9,1202,-1%,0.24,-0.23,0.34,-0.014,0.03,1283
Cc1cccc(Cl)c1NC(=S)NCCc1ccccn1,.,.,i,-2%,.,.,.,-5%,-0.8,1291,19%,0.36,-0.24,-0.044,-0.45,0.31,1476
O=C(c1ccc(Cl)cc1)C(Cn1cncn1)C(Sc1ccccc1)c1ccccc1 (stereo not given),i,-34,?,5%,3.0,2.7,5.5,20%,0.2,1105,6%,-1.3,0.053,-0.86,0.39,0.06,730
COc1ccc(/C=C2\CCc3ccccc3C2=O)cc1CN1CCOCC1,.,.,i,3%,.,.,.,2%,0.2,1355,9%,-0.72,-0.029,-0.36,-0.43,-0.32,1006
O=C(Cc1ccc(-c2ccccc2)cc1)OCC(=O)N1CCCC1=O,i,-7,i,2%,2.6,0.9,6.8,-37%,-4.7,1122,14%,0.096,-0.3,0.042,-1.3,0.09,1593
CC(C)Nc1nnc(SCC(=O)c2c[nH]c3ccccc23)s1,i,-3,i,-10%,2.4,0.9,9.3,6%,-1.5,1109,5%,-0.12,0.29,0.11,1.5,0.44,1240
Nn1c(COc2ccc(Cl)cc2)n[nH]c1=S,i,5,i,2%,2.3,2.4,5.4,-25%,-2.2,1048,18%,-0.78,-0.14,-0.39,0.35,0.44,1550
O=C(Nc1ccc(N2CCN(c3ccccc3)CC2)c(F)c1)C1CC1,i,14,i,-3%,1.6,2.3,7.3,-42%,0.1,1053,2%,-0.3,-0.28,-0.16,0.07,-0.55,1264
CC(=O)Nc1ccc(N2C(C(C)=O)=NN(c3ccc(Cl)cc3)C2c2sccc2C)cc1 (stereo not given),i,-1,i,16%,3.3,1.9,20,-21%,3.3,989,3%,-0.32,1.4,0.67,2.3,.,.
CC1(C)C(N(O)C(=O)Nc2ccc(Cl)cc2)N(c2ccc(Cl)cc2)C(=O)N1CC(=O)NN (stereo not given),i,-5,i,-8%,0.5,1.4,3.4,-9%,.,.,1%,-0.7,-0.21,-0.35,0.25,.,.
Cc1ccc(-c2ccc(=O)n(CC(=O)NCc3ccc(F)cc3)n2)cc1,i,-35,i,-3%,2.8,1.9,1.5,-18%,-2.5,565,19%,-0.64,-0.28,-0.3,1,.,.
CCn1cc(C(=O)C(F)(F)F)c2ccccc21,i,20,i,-4%,1.1,1.5,7.2,9%,.,.,31%,-0.24,-0.24,-0.43,0.22,.,.
CC(C)C(=O)Nc1cccc(S(=O)(=O)c2cccc(NC(=O)C(C)C)c2)c1,i,5,i,3%,4.4,3.0,7.3,-12%,1.1,1159,14%,0.64,0.2,0.11,-0.33,.,.

# Screening data (PubChem BioAssay)
